# LmPK inhibitor: blocks Leishmania mexicana pyruvate kinase activity | purified LmPK, Kinase-Glo ATP luminescence, 1 h | Potency, µM (doses to about 57.5 µM), without a hit: at the highest dose activity change, negative = inhibition, usual class: inhibitors | 290,000 tested, 0.37% active | AID 1721; note: potency is the fitted concentration of half-maximal effect; % is set by controls: 0 for no effect and ±100 for the full control effect
# Target sequence (Q27686 whole entry, looked up): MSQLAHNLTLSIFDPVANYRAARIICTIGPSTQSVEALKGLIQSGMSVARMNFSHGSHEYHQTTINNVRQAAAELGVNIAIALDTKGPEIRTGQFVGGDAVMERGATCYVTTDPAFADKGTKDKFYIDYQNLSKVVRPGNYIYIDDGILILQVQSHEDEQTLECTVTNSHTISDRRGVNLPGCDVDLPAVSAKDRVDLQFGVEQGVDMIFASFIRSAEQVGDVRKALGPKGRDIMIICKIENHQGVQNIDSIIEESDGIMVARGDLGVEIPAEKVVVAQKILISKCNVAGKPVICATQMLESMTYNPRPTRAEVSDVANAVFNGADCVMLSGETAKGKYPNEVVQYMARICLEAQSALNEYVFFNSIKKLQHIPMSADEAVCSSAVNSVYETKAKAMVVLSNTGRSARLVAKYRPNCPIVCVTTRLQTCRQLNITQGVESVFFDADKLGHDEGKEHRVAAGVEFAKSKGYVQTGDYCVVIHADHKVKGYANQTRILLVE
#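 qHTS format; LmPK 0.1 nM; substrates PEP 0.5 mM and ADP 0.1 mM. One-hour room-temperature incubation, then coupled luciferase luminescence; 0.5 nM enzyme wells mark activation.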
# Tb PYK inh: T. brucei pyruvate kinase inhibition. Q57TT1. TbPYK enzyme, Kinase-Glo Plus ATP luminescence, 45 min. Potency, µM (titrated, usually from 76.8 µM), without a hit: at the top dose activity, negative = inhibition, hits mostly inhibitors. 410,000 tested, 0.12% active; note: potency is the fitted concentration of half-maximal effect; % is set by controls: 0 for no effect and ±100 for the full control effect; nearly all actives have a fitted effect of over 50% in size
#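 Screened from lowest to highest concentration, compounds were pinned into TbPYK/substrate mixtures, and ADP (130 uM final) was added. Plates sat at room temperature for 45 min prior to Kinase-Glo Plus detection by luminescence.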
# CHX counter: counter-screen for Shiga toxin inhibitors: cycloheximide protein synthesis inhibition. cell reporter, cycloheximide protein synthesis inhibition counterscreen. 300,000 tested, 12% active. max response, %; in the data active = max response mostly above about 13%, no sharp cut-off; inactive = mostly below about 14%; note: read at 38.3 µM for the half of the compounds with a filed dose; 0% is about no effect
# Shiga inhibitor: Shiga toxin inhibition | inhibition, % at 38.7 µM | 290,000 tested, 9.2% active | Vero cells, Shiga toxin protein synthesis inhibition reporter; in the data active = inhibition mostly above about 28%, no sharp cut-off; inactive = mostly below about 43%; note: 0% is about no effect
# Pf growth 96h: P. falciparum growth inhibition at 96 hour, primary screen for plastid delayed-death inhibitors | P. falciparum luciferase reporter growth, 96 h | Potency, µM (highest dose often 28.7 µM), for inactives: at the highest dose activity change, negative = inhibition, usual class: inhibitors | 320,000 tested, 6.9% active; note: potency is the fitted concentration of half-maximal effect; % is set by controls: 0 for no effect and ±100 for the full control effect
#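 Delayed-death screen, second-generation endpoint: infected erythrocytes, 2% hematocrit, 0.05% parasitemia final; 96 hours at 37 C, 5% CO2; luciferase detection reagent; luminescence decrease equals reduced growth.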
# HCV inhibitor: blocks hepatitis C virus; AID 651820; Potency, µM (series often up to 41.8 µM), for inactives: top-dose activity change, negative = inhibition, usual class: inhibitors; 340,000 tested, 3.4% active; Huh7.5.1 HCVcc-Cre infection, luciferase reporter, 44 h; note: potency is the fitted concentration of half-maximal effect; % is set by controls: 0 for no effect and ±100 for the full control effect
#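 Reporter virus HCVcc-Cre (~0.5 moi) infects cells exposed to compound; seeding density 1,000 cells/well with 4 h settling beforehand. Luminescence, 15 sec read, taken 44 h post-infection following a 15 min RT substrate incubation.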
# Pf growth 48h: inhibits P. falciparum growth in the first generation, 48 h. Potency, µM (doses to about 28.7 µM), for the others: at the top dose activity change, negative = inhibition, hits mostly inhibitors. 310,000 tested, 5.9% active. P. falciparum luciferase growth in erythrocytes, 48 h; note: potency is the fitted concentration of half-maximal effect; % is set by controls: 0 for no effect and ±100 for the full control effect
#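 Growth was read as firefly luciferase luminescence after a 48 h, 37 C, 5% CO2 exposure of compounds to reporter-bearing P. falciparum cultures (0.1% parasitemia, 2% hematocrit final) in Albumax-supplemented RPMI 1640.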
# Numbers without * were called inactive; ? = inconclusive; · = not tested or not shown; & = joins results of further samples; [ ] = remark or other dose. Unless noted, calls come from the whole dose curve; as a rule, active = well fitted curve in the direction sought with a large enough effect; inconclusive = small, poorly fitted or top-dose-only effect, or another doubt; inactive = no such curve, though single readings can be large; an effect the other way counts as inactive or inconclusive.
SMILES,LmPK inhibitor,Tb PYK inh,CHX counter,Shiga inhibitor,Pf growth 96h,HCV inhibitor,Pf growth 48h
COc1ccc(OCC(=O)N2CCN(C(=O)c3ccc([N+](=O)[O-])cc3)CC2)cc1,-1%,-3%,5,27,-5%,9%,15%
Cc1ccc(NC(=O)COC(=O)CC2CCCC2)cc1Cl,-1%,·,5,2,3%,·,29%
CC(=O)N1CCOc2ccc(S(=O)(=O)NC(C)c3ccccc3)cc21 (configuration not stated),1%,-3%,1,-2,11%,-8%,17%
COc1cccc(/C=N/NC(=O)CNC(=O)c2ccc3c(c2)OCCO3)c1O,-1%,-5%,-2,4,26%,8%,31%[activator]
CCOc1ccc(CCNC(=O)c2cc(-c3ccccc3)c(N3CCOCC3)s2)cc1OCC,2%,7%,-3,9,5%,?,?
COc1cc(/C=C2\SC(=S)N(C(C(=O)O)c3ccccc3)C2=O)ccc1O (configuration not stated),-13%,-9%,-1,-2,32%[activator],9%,18%
CCC(Oc1ccccc1)C(=O)Nc1ccccc1N1CCCCC1 (configuration not stated),-1%,-2%,1,-6,89%[activator],?,-11%
O=C(CN(Cc1ccco1)C(=O)CCC(=O)Nc1nccs1)NCc1ccccc1,5%,-6%,2,17,-9%,11%,?
CCC(=O)Nc1ccc(Cl)c(NC(=O)c2c(OC)cccc2OC)c1,1%,2%,-2,-8,10%,-20%,?
CCOC(=O)C1=NN(C(=O)Cc2ccccc2)C(O)(c2ccc(Cl)cc2)C1 (configuration not stated),2%,3%,4,18,19%,12%,37%[activator]
COc1ccc(C(=O)Nc2ccc(OCC(F)(F)C(F)F)c(C(F)(F)F)c2)cc1OC,-2%,13%,-1,9,?,11µM*,?
CC(=O)N(Cc1ccco1)Cc1cc2cccc(C)c2n2nnnc12,5%,·,-3,-7,?,·,-15%
O=C(Nc1nc2n(n1)C(c1ccccc1)CC(c1ccc(Cl)cc1)N2)c1ccco1 (configuration not stated),1%,-1%,1,19,?,-6%,13µM*
CN1CCN(NC(=O)c2ccc(Br)s2)CC1,4%,0%,6,-6,6%,2%,?
COc1ccccc1CNC(=O)CN1C(=O)NC2(CCCc3ccccc32)C1=O (configuration not stated),·,0%,·,·,-10%,?,-3%
O=C(COC(=O)c1ccccn1)Nc1nccs1,-8%,5%,12,38,-22%,9%,-11%
O=c1cc(O)c2c(=O)[nH]c(=O)n(-c3ccccc3)c2[nH]1,0%,-8%,-3,-4,·,6%,-10%
COc1ccc(OCC(O)COc2ccc(C(=O)O)cc2)cc1 (configuration not stated),-8%,·,1,4,55%[activator],18%,27%
Cc1cc(Cl)ccc1NC(=O)CSc1nnc(-c2ccncc2)n1Cc1ccco1,-1%,0%,11,-18,?,?,-20%
C=CCc1cccc2ccc(=O)oc12,5%,3%,-1,12,93%[activator],15%,16%
COc1cc(/C=N/NC(=O)CSc2ccccn2)ccc1O,-5%,4%,6,23,24%,15%,-2%
Cc1ccc(COc2ccsc2C(=O)O)cc1,3%,-6%,13,6,33%[activator],6%,3%
COc1cc(/C=N/NC(=O)c2cc(C)oc2C)cc(OC)c1OC,7%,-2%,6,-1,-16%,-15%,-71%
CCOC(=O)c1[nH]c2ccc(OCC)cc2c1NC(=O)CN1CCC2(CC1)OCCO2,4%,-7%,9,13,·,9%,?
COC(=O)C1=CN(C(C)C)C=C(C(=O)OC)C1c1cc2c(cc1Br)OCO2,2%,-1%,-6,-16,3.7µM*,-12%&4%,?
# Additional entries follow.
SMILES,LmPK inhibitor,Tb PYK inh,CHX counter,Shiga inhibitor,Pf growth 96h,HCV inhibitor,Pf growth 48h
N#C/C(=C\c1cccs1)C(=O)c1ccccc1Cl,-2%,?,-1,-5,11%,?,77%[activator]
CCN(c1ccccc1)S(=O)(=O)c1ccc(C(=O)N(CCCN(C)C)c2nc3cc4c(cc3s2)OCO4)cc1,-7%,-8%,3,-21,-8%,?,-59%
Cc1ccc(-c2n[nH]c(=S)n2/N=C/c2cc3c(cc2[N+](=O)[O-])OCO3)cc1,0%,?,-4,-18,25%,-1%,·
CC(=O)Oc1ccccc1N1C(=O)c2ccc(C(=O)O)cc2C1=O,-1%,0%,2,15,4%,3%,11%
CC(C)(C)c1nnc(NC(=O)CCn2cnc3ccccc3c2=O)s1,1%,-1%,4,17,?,4%,-29%
Cc1ccccc1CN1C(=O)C(O)(CC(=O)c2ccncc2)c2ccccc21 (configuration not stated),1%,-5%,-4,-10,-25%,-2%,-3%
COc1ccc(CCNc2oc(COc3ccc(F)cc3)nc2C#N)cc1,4%,0%,5,-4,-20%,?,?
CC1=CC(c2ccccc2)n2nc(NC(=O)CCC(=O)O)nc2N1 (configuration not stated),-5%,-2%,1,21,?,-1%,?
CN(CC(=O)Nc1cccc(F)c1)C(=O)c1cccc(S(=O)(=O)N2CCN(c3ccccc3)CC2)c1,-3%,3%,1,-3,-11%,?,2%
CC(C)C[C@@H](NC(=O)C1CCC(CNC(=O)[C@@H]2CCCN2C(=O)OC(C)(C)C)CC1)C(=O)O (some centres not stated),-3%,8%,-2,-3,7%,22%,12%
O=C(c1ccccc1)c1c(O)nc(-c2ccccc2)n(-c2ccccc2)c1=O,0%,5%,54*,78*,94%[activator],8%,46%[activator]
Cc1ccc(NC(=O)c2nc(S(=O)(=O)Cc3ccccc3C)ncc2Cl)cc1C,12%,-9%,37*,39*,?,?,31%[activator]
O=C(COc1cccnc1[N+](=O)[O-])NCc1ccc2c(c1)OCO2,12%,5%,2,-5,3%,-5%,17%
CCOc1ccccc1NC(=O)c1ccc(NC(=O)C2CCCO2)cc1 (configuration not stated),1%,0%,6,7,-5%,11µM*,-13%
COc1ccc(/C(C)=N/OCC(=O)N2CC3(C)CC2CC(C)(C)C3)cc1 (configuration not stated),-1%,14%,-5,-2,?,-14%,-16%
Cc1ccc(-c2[nH]c(=O)n3ccncc23)s1,-8%,-3%,1,-10,·,-15%,-16%
O=C(CSc1nnnn1-c1ccccc1)N1CCN(C(=O)c2ccco2)CC1,5%,-5%,-4,-17,·,-4%,-6%
O=C(c1cc2cc3ccc(Cl)cc3nc2o1)N1CCCCCC1,7%,1%,21*,79*,-8%,13%,3%
CCN(CC)S(=O)(=O)c1ccc(NC(=O)CN(c2cccc(F)c2)S(C)(=O)=O)cc1,3%,-5%,-1,-12,-3%,9%&5%,-17%
COc1cccc(NC(=O)NCCCN2CCN(c3ccc(F)cc3)CC2)c1,0%,-7%,-3,-15,2%,?,?
Cc1ccc(S(=O)(=O)Oc2ccc(/C=N/NC(=O)c3ccncc3)cc2)cc1,-2%,4%,7,9,41%[activator],5%,-10%
Cc1ccc(/C=C/c2nc3ccccc3c(=O)n2CCc2ccccc2)cc1,1%,3%,9,23,?,?,-19%
CCN(CC)CCCNC(=O)CN1N=C(c2ccc(OC)cc2)CCC1=O,-13%,10%&-2%,-4,4,1%,-5%,42%
c1ccc(N(c2ccccc2)c2nc(N3CCCC3)nc(-n3ccnc3)n2)cc1,8%,6%,16,4,?,?,5.9µM*
O=C(COC(=O)/C=C/c1ccc(Cl)c(Cl)c1)NC1CCCC1,·,-9%,·,·,13%,0%,4%
# (next part)
SMILES,LmPK inhibitor,Tb PYK inh,CHX counter,Shiga inhibitor,Pf growth 96h,HCV inhibitor,Pf growth 48h
CNC(=S)NNC(=O)c1ccccc1Cl,0%,-5%,1,-13,4%,10%,?
COc1ccc(C2NC(=S)NC(C)=C2C(=O)N2CCOCC2)cc1 (configuration not stated),1%,-7%,0,-10,-7%,8%,4%
CN1C(C(=O)Nc2ccc(C(=O)O)cc2)=C(O)c2ccccc2S1(=O)=O,·,6%,·,·,-4%,12%,?
COc1ccc2cc(C3(C)NC(=O)N(CC(=O)NCC(F)(F)F)C3=O)ccc2c1 (configuration not stated),1%,-9%,-5,-3,-1%,-30%,-7%
Cc1cc(C(=O)OCC(=O)NC(C)C)c2ccccc2n1,1%,-29%,-3,1,0%,0%,42%[activator]
O=C(COC(=O)COc1ccc(Cl)cc1Cl)NC1CCCCCC1,·,1%,·,·,?,-6%,3%
C/C(Cl)=C\CNC(C)c1ccccc1 (configuration not stated),0%,3%,2,-15,12%,8%,8%
Oc1ccc(CN2CCCCC2)c2cccnc12,2%,1%,-3,1,-1%,6.3µM*,?
CCNC(=O)NC(C(=O)OC)C12CC3CC(CC(C3)C1)C2 (configuration not stated),4%,-1%,0,10,·,0%,4%
O=C(NCCc1cccc(F)c1)C1CCN(S(=O)(=O)c2ccccc2)CC1,4%,2%,9,-8,-2%,-7%,-3%
S=c1oc(-c2ccncc2)nn1CCc1ccncc1,-3%,-2%,-4,-17,·,4%,15%
CCCc1cc(C(=O)Nc2cc(OC)ccc2OC)cs1,-5%,0%,18*,30*,-30%,-14%,21%
Cc1ccc(N(CC(=O)NCc2ccc(F)cc2)S(=O)(=O)c2c(C)nn(C)c2C)cc1,-2%,4%&-3%,-5,-8,-12%,16%,?
CN(Cc1nc(-c2ccccc2)no1)C(=O)c1ccco1,1%,0%,12,13,-3%,11%,38%[activator]
CN(c1ccc(F)cc1)S(=O)(=O)c1ccc(Cl)c(C(=O)OCC(=O)NCc2ccco2)c1,5%,6%,21,35,46%[activator],8%,2%
COc1ccc(N2CCN(C(=O)c3ccc(NC(=O)C4=CSCCO4)cc3)CC2)cc1,5%,4%,16,3,-19%,-3%,-8%
O=C(NC(=S)NC1CCCc2ccccc21)c1ccc(F)cc1 (configuration not stated),1%,-8%,8,-10,?,0%,-69%
CC(C)Cc1ccc(/C=C/C(=O)N2CCCCC2)cc1,-8%,-1%,43*,67*,165%[activator],9%,195%[activator]
O=C(NN1C(=O)/C(=C/c2cccnc2)SC1=S)C(c1ccccc1)c1ccccc1,2%,0%,-2,-18,10%,16%,0%
CCc1ccc(OCCCC(=O)Nc2ccc(S(=O)(=O)Nc3cc(C)nc(C)n3)cc2)cc1,7%,0%,8,16,0%,7%,-6%
CC(=O)Nc1cc(NC(C)=O)c(N=Nc2ccccc2)cc1C,7%,4%,7,17,-7%,?,3%
O=C(CSc1nnc2c(n1)[nH]c1ccccc12)OCc1ccccc1,8%,-8%,-2,-7,?,22%,15µM*
CC(C)CC(=O)Nc1ccnc(-c2ccncc2)n1,0%,0%,-4,6,-6%,2%,-8%
COc1ccc(Nc2nnc(Cc3ccc(Cl)cc3)c(=O)[nH]2)c(OC)c1,-2%,1%,3,-5,94%[activator],?,-21%

# Assay outcomes (PubChem BioAssay)
